# Screens deposited in PubChem BioAssay by SRMLSC.
# E coli WT inh – growth inhibitors of wild type E. coli, primary screen, strain BW25113 wild type, absorbance readout. E. coli BW25113 growth inhibition, OD600. AID 552, 2006. inhibition, % at 10 µM. 0.05% of 20,000 active; in the data active = inhibition above about 40%;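 also: bacteria exposed to compound for 20 hours at 37 °C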
#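 System: bacterial strain in a whole-cell growth screen; medium: LB broth with 50 µg/mL kanamycin; detection: absorbance at 615 nm; schedule: 20 h exposure, 37 °C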
# * = called active by the depositor.
Molecule,E coli WT inh
CCCn1c(SCC(=O)NCc2ccco2)nc2c1c(=O)n(C)c(=O)n2C,-6.8
CCOc1ccc2cc(C#N)c(SCC(=O)N3CCOCC3)nc2c1,16.7
CCOC(=O)c1sc(NC(=O)CSc2nnnn2-c2ccccc2)c(C(=O)OCC)c1C,8.0
CN(CCNS(=O)(=O)c1ccc2c(c1)oc(=O)n2C)Cc1ccccc1,1.8
Cc1ccc(S(=O)(=O)NCC(=O)OCC(=O)Nc2ncc(Cl)cc2Cl)cc1,-7.7
COc1ccccc1-c1noc(-c2ccncc2)n1,-15.0
O=C(O)CCN(CCC(=O)O)c1ccccc1,-20.4
Nc1nc(NCc2ccco2)nn1-c1ccccc1,-8.9
CCOC(=O)C1CCN(c2nc3ccccc3nc2C(C#N)C(=O)OCCOC)CC1 (stereo not drawn),-0.2
CCOC(=O)C1CCN(Cc2ccc(C(=O)OC)cc2)CC1,-6.1
O=C(Nc1nnc(C(F)(F)F)s1)c1cccnc1,-7.8
CC(Oc1ccc(Cl)cc1Cl)C(=O)Nc1ccc2oc(-c3ccncc3)nc2c1 (stereo not drawn),-25.2
COCCn1c(=NC(=O)c2ccc3c(c2)OCO3)c(C#N)cc2c(=O)n3cccc(C)c3nc21,-14.5
C=C(C)CSc1nnc(-c2cccc(S(=O)(=O)N(C)C)c2)n1-c1cc(OC)ccc1OC,-2.4
O=C(Nc1ccc(N2CCOCC2)cc1)Nc1cnsn1,10.8

# The listing continues.
Molecule,E coli WT inh
O=C(CSc1nnc(Cc2cccs2)n1-c1ccccc1)Nc1ccc2c(c1)OCCO2,-23.2
CCOC(=O)c1c(C)[nH]c(C(=O)COC(=O)C2CC2C)c1C (stereo not drawn),3.8
CCOC(=O)C1CCCN(C(=O)c2cc3ncc(Br)cn3n2)C1 (stereo not drawn),-18.5
CCCC1(C(=O)OCC)NC(c2ccc(N(C)C)cc2)C2C(=O)N(c3ccc(F)cc3)C(=O)C21 (stereo not drawn),6.3
CN(Cc1ccc(-n2cccn2)cc1)C(=O)c1cnn2c1NC(c1ccco1)CC2C(F)(F)F (stereo not drawn),4.1
CC1(C)S[C@@H]2[C@H](NC(=O)C(C(=O)O)c3ccccc3)C(=O)N2[C@H]1C(=O)O (stereo partly drawn),-0.8
CN(C(=O)Cn1c(=O)n(CCCCC(=O)NC2CCCC2)c(=O)c2ccccc21)C1CCCCC1,-2.5
Cc1cc(C)n2cc(CSc3nnnn3-c3ccc(Cl)cc3)nc2n1,-2.6
Cn1c(=O)c2c(-c3ccncc3)c3c(nc2n(C)c1=O)-c1ccccc1C3=O,6.6
Cc1cccc(OCC(=O)Nc2ccccc2N2CCN(C(=O)C(C)C)CC2)c1C,-3.5
CCN(CC)c1ccc(NC(=O)c2cccc(OC)c2)c(C)c1,-23.8
CCOC(=O)C1CCCN(C(=O)c2cc(=O)c3ccccc3o2)C1 (stereo not drawn),-2.6
CCC(=O)Nc1nc2ccccc2n1CCN(CC)CC,-20.2
Oc1ccc(Cl)cc1-c1cc(-c2ccccc2)n[nH]1,6.2
Cc1nc(N2CCOCC2)[nH]c(=O)c1CCC(C)C,-5.3

# Molecules above that contain a CF3 group, in the order listed:
Molecule,E coli WT inh
O=C(Nc1nnc(C(F)(F)F)s1)c1cccnc1,-7.8
CN(Cc1ccc(-n2cccn2)cc1)C(=O)c1cnn2c1NC(c1ccco1)CC2C(F)(F)F (stereo not drawn),4.1

# (list continues)
Molecule,E coli WT inh
COC(=O)c1cn(CC(=O)NCc2ccco2)c2ccccc12,-3.3
COC(=O)c1c(-c2ccncc2)csc1NC(=O)c1ccoc1C,2.2
COc1ccc(CN(C(=O)c2cccs2)c2nccs2)cc1OC,-0.5
CCn1c(SCC(=O)Nc2nc(-c3ccc(C)cc3)cs2)nnc1-c1ccccc1O,-23.8
COCCCNC(=O)c1ccc(N(C)S(C)(=O)=O)cc1,-6.3
CN(c1ccc(OCc2nnc(-c3ccccc3)o2)cc1)S(=O)(=O)c1ccccc1,-2.8
N#CCCn1cc(C(CC(=O)c2ccccc2)C(=O)O)c2ccccc21 (stereo not drawn),-1.9
Cc1csc(NC(=O)c2ccco2)n1,-0.6
COc1ccc2cc(C(=O)NCc3ccco3)c(=O)oc2c1,-0.8
CC(=Nc1ccc(C)c(C)c1)C1=C(O)CCC1=O,5.7
O=C(c1ccccc1C(=O)N1CCN(c2ccc(F)cc2)CC1)N1CCN(c2ccc(F)cc2)CC1,-5.6
CCCCNC(=O)c1c(C)cc(=O)oc1C,-3.4
O=C(Cc1cccs1)Nc1ccon1,-11.3
O=C(Nc1ccc(Br)cc1F)c1sccc1-n1cccc1,-5.6
O=S(=O)(c1cccs1)N1CCN(c2ncccn2)CC1,5.6

# Further entries follow:
Molecule,E coli WT inh
CCCSc1nnc(N2C(=O)CC(c3ccsc3)C3=C2CCCC3=O)s1 (stereo not drawn),8.2
Nc1ccc2[nH]ncc2c1,6.8
CCn1ncc(C2=NOC(C(=O)NCc3ccccc3)C2)c1C (stereo not drawn),-1.3
Cc1ccc(CNC(=O)COC(=O)c2c(C)noc2C)cc1,-4.6
CS(=O)(=O)N(CC(=O)NCc1ccccn1)c1ccc2c(c1)OCCO2,-5.7
COc1ccc(Br)cc1-c1nc(C)c(C(C)=O)n1O,2.3
O=C(Nc1ccc(N2CCOCC2)cc1)Nc1ccc2nc(-c3ccco3)c(-c3ccco3)nc2c1,0.5
CCn1nccc1C(=O)NC1=C(C#N)CCC1,-0.1
CCOc1ccc(C(=O)N2CCN(C(=O)c3ccco3)CC2)cc1OCC,-2.0
O=C1CCCc2c1[nH]c1ccc(Br)cc21,7.6
Cc1cccc2c(=O)oc(-c3ccc4c(c3)C(=O)N(CC3CCCO3)C4=O)nc12 (stereo not drawn),-6.9
O=C(NC(Cc1ccccc1)C(=O)NCc1ccccn1)c1ccco1 (stereo not drawn),-3.7
O=C(CCCCn1c(=O)c2ccccc2n(Cc2ccc(Cl)cc2)c1=O)NCc1ccco1,2.6
c1ccc(-c2oc3ncnc(N4CCOCC4)c3c2-c2ccccc2)cc1,-19.0
COc1ccc2cc(S(=O)(=O)N3CCCCC3)ccc2c1S(=O)(=O)N1CCCCC1,-21.0

# The listing continues.
Molecule,E coli WT inh
CCCOc1ccccc1C1CC(=O)Nc2cc3c(cc21)OCCO3 (stereo not drawn),2.4
CC1CCCCC1NC(=O)CSc1nnc(CN2CCOCC2)n1C (stereo not drawn),-14.5
N#Cc1nc(-c2cccs2)oc1N1CCOCC1,7.6
CC(=O)c1cccc(NC(=O)NCc2cccs2)c1,1.2
OCCNCc1ccc(OC2CCCC2)cc1,-20.2
CC(=O)Nc1ccccc1C(=O)N1CC2(C)CC1CC(C)(C)C2 (stereo not drawn),-19.1
CC(C(=O)N1c2ccc(F)cc2CCC1C)N1C(=O)c2ccccc2C1=O (stereo not drawn),3.5
COc1ccc(C(=O)Nc2ccc(S(=O)(=O)Nc3onc(C)c3C)cc2)cc1,-1.1
CC(C)OC(=O)CSc1nnnn1-c1ccc2c(c1)OCCO2,1.3
COCCn1c(CN2CCN(c3ccccc3F)CC2)nc2c1c(=O)n(C)c(=O)n2C,9.9
CCN1C(=O)CC(Sc2ccccc2N)C1=O (stereo not drawn),-9.6
Cc1nc2sc(C(c3cccs3)N3CCC(C(N)=O)CC3)c(O)n2n1 (stereo not drawn),2.9
Cc1ccccc1NS(=O)(=O)c1ccc(OCC(=O)N2CCCC2)cc1,-13.4
C[C@@H]1CCC[C@H](C)N1NC(=O)c1ccc(Cl)c(S(N)(=O)=O)c1,-0.5
O=C(COc1ccc2ccccc2c1Br)N1CCOCC1,-10.4

# (list continues)
Molecule,E coli WT inh
Cc1cccc(C)c1OCC(=O)NCc1nnc(SCC(=O)NC2CCCCC2C)n1C (stereo not drawn),-15.8
COc1ccc(C(=O)Nc2ccc(C)cn2)c(OC)c1,6.3
COc1ccc(CCNC(=O)CSc2nncn2N)cc1OC,15.4
COc1ccc(C(C)NC(=O)c2ccoc2C)cc1OC (stereo not drawn),-1.4
COc1ccccc1NC(=O)CSc1nc(N)cc(N)n1,-10.4
Cc1cccc(OCC(=O)N2CCN(C(=O)Cc3ccccc3)CC2)c1,5.7
CCCCCC(=O)Nc1ccc(N2CCN(S(C)(=O)=O)CC2)cc1,-15.0
CCC(C(=O)N1CCN(S(C)(=O)=O)CC1)c1ccccc1 (stereo not drawn),-16.0
Cc1noc(C)c1CSc1ccc2ccccc2n1,3.3
C=CCSc1nnc(NC(=O)c2cccc(S(=O)(=O)N3CCOCC3)c2)s1,0.7
CC(C)CC(=O)NCC(C)NC(=O)CC(C)C (stereo not drawn),-13.2
Cc1cc(C)c2c(n1)nn1c(N3CCOCC3)cc(C)nc21,-0.2
Cc1cccc(NC(=O)c2cc(NC(=O)C3CCCCC3C(=O)O)ccc2Cl)n1 (stereo not drawn),4.0
O=C(C1CCCCC1)N(Cc1ccccc1)c1ccccn1,-15.2
Cc1cc(=O)oc(C)c1C(=O)O,-4.9

# Later entries.
Molecule,E coli WT inh
COc1ccc(CNc2oc(-c3cccc4ccccc34)nc2C#N)cc1,6.6
Clc1ccccc1CSc1ncccn1,-1.7
COc1cc(C2NC(=O)NC(c3ccccc3)=C2C(C)=O)ccc1OCC#N (stereo not drawn),-14.1
O=C(CCSc1nc(-c2ccco2)cc(C(F)(F)F)n1)NCC1CCCO1 (stereo not drawn),-9.0
COCC(=O)Nc1ccccc1C(=O)Nc1ccc(OC)cc1,-9.3
CCOc1ccc(Nc2nc3c(c(=O)[nH]2)CCCC3)cc1,-19.6
COP(C)(=O)c1c(C)nn(-c2ccccc2)c1C (stereo not drawn),6.6
CCc1ccc(NC(=O)C2CC(=O)N(C(C)C)C2)cc1 (stereo not drawn),10.5
Cn1c(=O)cc(NCCc2ccccc2)[nH]c1=O,3.6
CCC(NC(=O)NCc1cccnc1)(C(F)(F)F)C(F)(F)F,1.0
COC(=O)Cn1c2ccccc2c2nc(C)sc21,1.7
COc1ccc(C2=NOC(C(=O)NCCCN3CCOCC3)C2)cc1 (stereo not drawn),-2.2
CCCn1c(N2CCN(CC(=O)NCc3cccs3)CC2)nc2ccccc21,-2.7
COc1ccc(NC(=O)CN2CCCCC2)cc1,9.7
COc1ccc(-c2nnnn2CCc2ccccc2)cc1,-18.6

# Continued.
Molecule,E coli WT inh
CN1C(=O)c2oc3ccccc3c(=O)c2C1c1ccccn1 (stereo not drawn),-6.6
O=C(CN(Cc1cccs1)C(=O)CNS(=O)(=O)c1ccccc1)NCc1ccco1,1.5
COCC(=O)Nc1nc(-c2ccccc2)c(C)s1,3.8
CNc1nc(N)c(C(=O)C(C)(C)C)s1,-18.9
Cc1ccc(-c2noc(CN3C(C)CCCC3C)n2)cc1 (stereo not drawn),1.4
COc1ccc(-c2ccc(-c3noc(-c4cccs4)n3)c(OC)n2)cc1,-6.8
CC1CCCCC1NC(=O)CSc1nnnn1-c1ccccc1 (stereo not drawn),-21.6
O=C(Cn1c(=O)[nH]c2ccsc2c1=O)NC1CCCCCC1,0.2
CCC(C)NC(=O)c1c(N)n(/N=C/c2cccnc2)c2nc3ccccc3nc12 (stereo not drawn),-12.1
CCN(CC)c1ccc(NC(=O)C(C)C)cc1,-20.9
Cc1noc(C)c1CSc1nc2ccccc2[nH]1,6.4
Cc1ccc(CNC(=O)c2coc(=O)c3ccccc23)o1,-4.2
O=C1CN(C(=O)CN2CCCC2)C(c2ccccc2)c2cc(Br)ccc2N1 (stereo not drawn),-3.1
CCOC(=O)CC1C(=O)NCCN1C(=O)Nc1ccccc1 (stereo not drawn),-20.7
COc1cccc(OC)c1OCCCSc1nc(C)cc(=O)[nH]1,5.5

# More structures.
Molecule,E coli WT inh
O=C(CSc1nnc(-c2cccs2)o1)NCC1CN(Cc2ccccc2)CCO1 (stereo not drawn),1.8
Cc1ccsc1CNn1cnnc1SCc1ccccc1F,-19.8
Cc1cccc2cc(C#N)c(NCCNC(=O)NC3CCCCC3)nc12,-2.0
COc1cccc(NC(=O)CSCc2n[nH]c(=O)[nH]2)c1,-9.8
C=CCn1c(SCC(=O)c2ccc(OC)cc2)nnc1-c1cc2cccc(OC)c2o1,-24.2
CCOC(=O)c1c(C)n(C)c2cc(OCCN(CC)CC)ccc12,-16.3
COCC(=O)N(Cc1cc2cc(OC)ccc2[nH]c1=O)c1ccccc1,6.9
O=C(NCCC1=CCCCC1)C1CCN(C(=O)Nc2ccccc2)CC1,-0.6
COc1ccc(C(C)NC(=O)C2CCCO2)cc1OC (stereo not drawn),-14.8
Cc1ccc(Cl)cc1N1CCN(C(=O)c2ccc(CN3CCOCC3)cc2)CC1,-13.2
CCCCn1c(NC(=O)CC)c(C#N)c2nc3ccccc3nc21,5.3
O=C(NCc1cccs1)C(Cc1ccccc1)NS(=O)(=O)c1cccs1 (stereo not drawn),0.8
Nc1nc(SCC(=O)NCC2CCCO2)n[nH]1 (stereo not drawn),-22.7
COc1ccc(OC)c(C2=NOC(C(=O)NCCN3CCOCC3)C2)c1 (stereo not drawn),2.2
CN(c1ccccc1C(=O)N1CCc2ccccc2C1)S(C)(=O)=O,-8.8
C=CCn1c(Cc2ccc(OC(C)C)c(Cl)c2)nnc1SCC(N)=O,-9.6
O=C(CCN1C(=O)C2C3C=CC(C3)C2C1=O)NCCc1ccccc1Cl (stereo not drawn),-8.2
COc1ccc(C(=O)n2nnc3ccccc32)cc1Br,-5.8

# By substructure: the compounds so far with a COOH group.
Molecule,E coli WT inh
O=C(O)CCN(CCC(=O)O)c1ccccc1,-20.4
CC1(C)S[C@@H]2[C@H](NC(=O)C(C(=O)O)c3ccccc3)C(=O)N2[C@H]1C(=O)O (stereo partly drawn),-0.8
N#CCCn1cc(C(CC(=O)c2ccccc2)C(=O)O)c2ccccc21 (stereo not drawn),-1.9
Cc1cccc(NC(=O)c2cc(NC(=O)C3CCCCC3C(=O)O)ccc2Cl)n1 (stereo not drawn),4.0
Cc1cc(=O)oc(C)c1C(=O)O,-4.9

# The list is partial, so the mix of outcomes need not match the whole.
